CBFb RUNX1 block = qHTS Assay for Compounds Blocking the Interaction Between CBF-beta and RUNX1 for the Treatment of Acute Myeloid Leukemia | Runt-related transcription factor 1 (Homo sapiens) + Core-binding factor subunit beta … | AlphaScreen CBFb-His/RUNX1-biotin binding, biochemical | Potency, µM (titrated, usually from 59.8 µM), inactives show at the top dose activity, negative = inhibition, usual class: inhibitors | 230,000 tested, under 10 active | AID 1477, 2009; also: % of control where 0% means no effect
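Inhibition was taken as any reduction in AlphaScreen signal from the CBF-beta–RUNX1 pair (His and biotin tags, 30 nM each), measured after compound (15 min) and bead (90 min) incubations at room temperature.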
KinaseGlo FLuc = Counterscreen for Luciferase (Kinase-Glo TM) Inhibition. Luciferin 4-monooxygenase (Photuris pensylvanica), Q27757. AID 1379, 2008. Potency, µM (top dose mostly 38.3 µM), for inactives: at the top dose activity change, negative = inhibition, usual class: inhibitors. Kinase-Glo luciferase, ATP luminescence, 8 min. hit rate 0.28% among 200,000; also: potency is read from the fitted curve at half-maximal effect; % is scaled to controls: 0 for no effect and ±100 for the full control effect; nearly all actives have a fitted effect of over 60% in size
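Light output from Kinase-Glo luciferase with luciferin and 10 uM ATP in 50 mM imidazole pH 7.2, KCl, MgCl2, Tween 20, BSA; compound pin-delivered, 8-min ambient incubation, then luminescence read.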
IMPase Li inh = qHTS Assay for Identifying the Cell-Membrane Permeable IMPase Inhibitors: Potentiation with Lithium; CHO-M1 cells, IP1 TR-FRET (IP-One), carbachol + lithium; Potency, µM (series often up to 59.4 µM), for inactives: top-dose activity, negative = IMPase inhibition, usual class: inhibitors; hit rate 0.35% among 210,000;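 also: IP1 builds up when IMPase is blocked and the TR-FRET signal falls; potency is read from the fitted curve at half-maximal effect; plate controls were basal vehicle for no effect and high inhibitor control for full effect; nearly all actives have a fitted effect of over 50% in size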
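IP1 accumulation measured by competitive TR-FRET in lysed CHO-M1 cells after 30 min compound exposure at 37C, with a small lithium addition to potentiate weak responses. Hill-equation AC50 from ratio and donor-channel data.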
Lamin A splicing = qHTS Assay for Modulators of Lamin A Splicing; HeLa LMNA splicing GFP/RFP minigene ratio, 48 h; Potency, µM (titrated, usually from 46.1 µM), for the others: at the top dose ratio change, negative = inhibition, usual class: inhibitors; hit rate 0.01% among 200,000; AID 1487, 2009; active = well fitted inhibition curve with a large enough effect in the signal ratio, with a control signal flat, not every such curve was filed as active; inconclusive = small, poorly fitted or top-dose-only effect, or effect the other way, or a change in a side signal; the % refers to the signal ratio; also: potency is read from the fitted curve at half-maximal effect; % is scaled to controls: 0 for no effect and ±100 for the full control effect
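S3 HeLa cells stably expressing lamin A-EGFP splicing minigene plus DsRed2, 600 cells/well, 48 h compound exposure at 37C. Laser-scanning cytometry; analysed as GFP (500-530 nm)/RFP (575-640 nm) total intensity ratio; 0.5% DMSO vehicle.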
aGal spleen mod = qHTS Assay for Inhibitors and Activators of Human alpha-Galactosidase From Spleen Homogenate; human spleen homogenate, 4MU-alpha-Gal fluorescence, 40 min; Potency, µM (doses to about 80 µM), without a hit: at the top dose activity change, negative = inhibition, hits mostly inhibitors; hit rate 0.008% among 240,000; AID 2107, 2009;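 also: potency is read from the fitted curve at half-maximal effect; 0% = enzyme with vehicle and -100% = no enzyme basal signal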
Target sequence (P06280 32-429 limits assumed): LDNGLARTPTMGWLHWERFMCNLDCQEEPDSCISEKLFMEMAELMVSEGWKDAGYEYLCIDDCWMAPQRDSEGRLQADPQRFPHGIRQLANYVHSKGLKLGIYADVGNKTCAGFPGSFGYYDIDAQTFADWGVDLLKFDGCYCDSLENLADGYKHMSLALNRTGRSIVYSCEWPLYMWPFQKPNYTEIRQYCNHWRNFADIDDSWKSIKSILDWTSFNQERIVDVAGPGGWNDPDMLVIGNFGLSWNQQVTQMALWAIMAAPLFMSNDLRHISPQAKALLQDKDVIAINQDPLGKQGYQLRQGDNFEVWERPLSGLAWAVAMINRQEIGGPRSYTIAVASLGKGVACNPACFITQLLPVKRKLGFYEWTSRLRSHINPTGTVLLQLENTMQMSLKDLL
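Spleen homogenate 1 ug + cpd (titration) + 4-MU-alpha-D-galactopyranoside 1 mM; 37C 40 min; 50 mM citrate/phosphate pH 5.0, 0.01% Tween-20; stop pH 10; fluorescence 365/440; AC50 via Hill.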
NPSR antagonist = qHTS Assay for Antagonists of the Neuropeptide S Receptor: cAMP Signal Transduction; CHO-NPSR cells, cAMP TR-FRET, antagonist mode; Potency, µM (titrated, usually from 38.3 µM), for inactives: at the top dose activity change, negative = inhibition, most hits filed as inhibitors; Q6W5P4; AID 1461, 2008; hit rate 1% among 220,000; also: potency is read from the fitted curve at half-maximal effect; % is scaled to controls: 0 for no effect and ±100 for the full control effect; nearly all actives have a fitted effect of over 50% in size; many of its hits are not listed in these tables
Target sequence (Q6W5P4 whole entry, looked up): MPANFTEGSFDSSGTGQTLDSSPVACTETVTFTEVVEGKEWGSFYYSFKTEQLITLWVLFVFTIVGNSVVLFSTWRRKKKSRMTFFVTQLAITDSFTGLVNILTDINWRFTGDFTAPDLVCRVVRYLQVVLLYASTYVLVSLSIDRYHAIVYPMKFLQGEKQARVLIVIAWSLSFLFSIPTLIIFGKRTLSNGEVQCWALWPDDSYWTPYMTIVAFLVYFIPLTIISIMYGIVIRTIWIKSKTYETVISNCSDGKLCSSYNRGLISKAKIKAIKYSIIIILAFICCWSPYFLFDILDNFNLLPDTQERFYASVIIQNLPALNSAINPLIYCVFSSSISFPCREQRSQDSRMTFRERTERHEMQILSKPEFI
Epigenetic derep = Quantitative High-Throughput Screen for Regulators of Epigenetic Control; murine LDR cells, GFP reporter derepression, 30 h; Potency, µM (doses to about 53.9 µM), without a hit: at the top dose GFP activation, usual class: activators; hit rate 0.2% among 280,000; AID 1865, 2009; also: potency is read from the fitted curve at half-maximal effect; % of control where 0% means no effect; nearly all actives have a fitted effect of over 60% in size
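In this reporter-derepression format, murine cells bearing a silenced integrated CMV-GFP locus incubate with test compound (30 h, 37 C), then are washed and imaged; fluorescent objects of 20–120 um count as induced cells.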
Active calls of the source: *; u = inconclusive; x = not tested or not shown; & = joins results of further samples; [ ] = dose if it differs, or a comment. Unless noted, calls follow the shape of the dose curve; as a rule, active = well fitted curve in the direction sought with a large enough effect; inconclusive = small, poorly fitted or top-dose-only effect, or another doubt; inactive = no such curve, though single readings can be large; an effect the other way counts as inactive or inconclusive. Some of the compounds tested; rates above refer to the full screens.

Labels used below – A = CBFb RUNX1 block; B = KinaseGlo FLuc; C = IMPase Li inh; D = Lamin A splicing; E = aGal spleen mod; F = NPSR antagonist; G = Epigenetic derep
> Cc1cccc(OP(N)(=O)Oc2cccc(C)c2)c1
  A: 13%; B: x; C: x; D: x; E: 5%; F: 2%; G: -1.4%

> O=C(c1ccc(F)cc1)C(Cc1ccccc1)N1CCCCC1 (stereo not given)
  A: 6%; B: 0%; C: 2%; D: x; E: 7%; F: -37%; G: -0.7%

> CCOC(=O)N1CCN(C(=O)c2ccc3c(=O)n(CCC4=CCCCC4)c(=S)[nH]c3c2)CC1
  A: -2%; B: 0%; C: -14%[38.3 µM]; D: 1%; E: -7%; F: u; G: 6.1%

> C=Cn1ccnc1P(O)(=S)c1nc(C)c(CCOC(C)=O)s1 (stereo not given)
  A: -1%; B: x; C: -6%; D: x; E: -1%; F: 19%; G: -0.3%

> COc1ccc(OCC(=O)N2CCN(CC3CC4C=CC3C4)CC2)cc1 (stereo not given)
  A: -2%; B: 10%; C: 9%[38.3 µM]; D: 4%; E: -10%; F: -9%[46.1 µM]; G: -0.2%

> Cc1cccc(OP(=O)(Nc2ccc(F)cc2)Oc2cccc(C)c2)c1
  A: 16%; B: 4%; C: 15%; D: u; E: 13%; F: -39%; G: 0.1%

> CN1CC[C@@]2(C)c3cc(O)ccc3N(C)C12 (stereo not given in full)
  A: 15%; B: -21%; C: 36%[activator]; D: u; E: 15%; F: u; G: 1.5%

> NC(=O)CSP(=O)(c1ccccc1)c1ccccc1
  A: 1%; B: 1%; C: 16%[38.3 µM]; D: 6%; E: 0%; F: 10%[46.1 µM]; G: 0.9%

> CCCCCCN1CCN(c2ccc(Cl)cc2)CC1
  A: 14%; B: 1%; C: -1%; D: -1%[9.22 µM]; E: 6%; F: -8%; G: 0.5%

> CN(C)C(=O)Oc1ccc(C(=O)c2ccccc2)cc1
  A: -1%; B: -1%; C: -7%; D: -4%; E: -1%; F: -9%[46.1 µM]; G: 4.0%

> ClC1=C(Cl)C2(Cl)C3C(Cl)C(Cl)CC3C1(Cl)C2(Cl)Cl (stereo not given)
  A: 19%[21.7 µM]; B: x; C: 10%; D: x; E: -1%; F: x; G: x

> O=[N+]([O-])c1cccc2ccccc12
  A: 11%[21.7 µM]; B: x; C: 2%; D: x; E: -5%; F: x; G: x

> COCCN1C(=O)NC(=O)/C(=C\c2ccc(Br)cc2)C1=O
  A: 4%; B: -4%; C: -3%; D: 10%[46 µM]; E: -1%; F: -3%; G: 0.0%

> O=C(c1ccc(CNS(=O)(=O)c2ccccc2)cc1)N1CCC2(CC1)OCCO2
  A: 0%; B: 1%; C: -23%[38.3 µM]; D: 19%; E: -14%; F: u; G: -0.9%

> CCC/C=C(\CCC)C(NP(=O)(c1ccccc1)c1ccccc1)c1ccccc1 (stereo not given)
  A: 14%; B: -2%; C: 21%; D: x; E: 14%; F: x; G: 2.9%

> O=C(c1cnn2c(C(F)(F)F)cc(-c3ccccc3)nc12)N1CCC2(CC1)OCCO2
  A: 3%; B: -3%; C: 15%[38.3 µM]; D: -4%; E: 1%; F: -8%[46.1 µM]; G: -0.2%

> O=C(O)CCn1cc(C=C2C(=O)NC(=S)NC2=O)c(-c2cc3ccccc3oc2=O)n1
  A: 4%; B: -8%; C: -14%; D: x; E: -5%; F: -15%; G: 0.1%

> CC(Cc1cccs1)NCc1ccccc1 (stereo not given)
  A: 16%; B: -3%; C: -3%; D: 31%[46 µM]; E: 6%; F: 7%; G: 1.6%

> CC1OC(=O)C(C(C)C)NC(=O)C(C(C)C)OC(=O)C(C(C)C)NC(=O)C(C)OC(=O)C(C(C)C)NC(=O)C(C(C)C)OC(=O)C(C(C)C)NC(=O)C(C)OC(=O)C(C(C)C)NC(=O)C(C(C)C)OC(=O)C(C(C)C)NC1=O (stereo not given)
  A: 12%&15%; B: -6%; C: -25%&-4%; D: x; E: 5%&2%; F: x; G: 0.0%&0.0%

> CCOC(=O)C(O)(c1ccc(N(CC)C(=O)OC)cc1)C(F)(F)F (stereo not given)
  A: 13%; B: 0%; C: 24%[38.3 µM]; D: -8%; E: -1%; F: -13%[46.1 µM]; G: -1.1%

> CCOP(=S)(OCC)Oc1nc(Cl)c(Cl)cc1Cl
  A: 16%[21.7 µM]; B: -6%; C: 9%&-3%; D: 4%; E: 4%&4%; F: x; G: -2.2%

> C[C@H]1CCC[C@@H](O)CCC/C=C/c2cc(O)cc(O)c2C(=O)O1
  A: 1%; B: -3%; C: -15%[38.3 µM]; D: u; E: -4%; F: -8%[46.1 µM]; G: -1.1%

> CC1=NCCc2c1[nH]c1ccccc21
  A: -29%; B: -1%; C: 1%; D: -6%[46 µM]; E: -6%; F: -26%; G: 15%

> CC(C)c1cccc(O)c(=O)c1
  A: -17%&-9%&-6%; B: -8%&6%; C: 11%&20%; D: 4%[9.22 µM]; E: -18%&-18%&5%; F: -35%; G: u

> CN1CCCC2(CCN(C(=O)c3ccncc3)CC2)C1
  A: x; B: 1%; C: 17%; D: x; E: -6%; F: x; G: x

> Cc1cc(C(=O)O)c(C)n1C1CC1
  A: 16%; B: x; C: x; D: x; E: 0%; F: -2%; G: -1.0%

> Cc1oc(-c2ccccc2F)nc1CS(=O)CC(=O)N1CCC2(CC1)OCCO2 (stereo not given)
  A: 4%; B: -1%; C: -6%[38.3 µM]; D: 14%; E: 6%; F: -2%[46.1 µM]; G: 0.0%

> Nc1c(Br)cc(Br)cc1CNC1CCC(O)CC1 (stereo not given)
  A: -6%; B: 1%[39.9 µM]; C: 5%&2%&4%&1%; D: u; E: 13%; F: x; G: -0.9%

> COc1ccc2c(c1)CC1(CN2C)C(=O)NC(=O)N(CCc2ccccc2)C1=O (stereo not given)
  A: -14%; B: 0%; C: 7%[38.3 µM]; D: -1%; E: -8%; F: -11%[46.1 µM]; G: -1.2%

> CCOC(=O)C1=CC(=C2C(=O)N(CC)C(=S)N(CC)C2=O)c2ccccc2O1
  A: -6%; B: x; C: 2%; D: x; E: -1%; F: -36%; G: -0.3%

> COCCOC(=O)C1=C(N)Oc2c(c(=O)oc3ccccc23)[C@@]12C(=O)Nc1ccccc12
  A: -3%; B: -1%; C: 9%[38.3 µM]; D: -6%; E: 5%; F: -16%[46.1 µM]; G: 0.0%

> FC(F)(F)c1cccc(N2CCNCC2)c1
  A: 10%&1%; B: -3%; C: 27%&12%; D: -16%; E: 4%&11%&-2%; F: 13%; G: 4.0%&2.4%&0.0%

> COc1ccc(S(=O)(=O)NC(CC(=O)N2CCC3(CC2)OCCO3)c2ccco2)cc1 (stereo not given)
  A: 14%; B: 0%; C: 23%[38.3 µM]; D: 0%; E: 0%; F: 1%[46.1 µM]; G: 0.0%

> COC(=O)c1ccccc1N=Cc1c(O)[nH]c(=S)[nH]c1=O
  A: 1%; B: -3%; C: 11µM*; D: 8%[46 µM]; E: 2%; F: -51%; G: -1.9%

> Cn1c(O)c(C(=O)c2ccccc2Cl)c(=O)n(C)c1=O
  A: 4%; B: 2%; C: -4%[38.3 µM]; D: 3%; E: 4%; F: -2%[46.1 µM]; G: -6.3%

> O=C(Nc1cccc(F)c1)N1CCC2(CC1)CCN(C(=O)Oc1ccccc1)CC2
  A: x; B: 1%; C: 11%; D: x; E: -5%; F: x; G: x

> CCC(=NCc1ccco1)c1c(O)[nH]c(=O)[nH]c1=O
  A: 4%; B: -5%; C: 19%[38.3 µM]; D: 8%; E: 10%; F: -4%[46.1 µM]; G: -1.0%

> Cc1c(N=Cc2c(O)n(Cc3ccccc3)c(=O)[nH]c2=O)c(=O)n(-c2ccccc2)n1C
  A: 12%; B: -3%; C: 8%; D: -1%; E: -5%; F: -2%; G: -9.5%

> Cc1ccc(S(=O)(=O)NCC2CCC(C(=O)NCCCN3CCOCC3)CC2)cc1 (stereo not given)
  A: 5%; B: 0%; C: 5%[38.3 µM]; D: 2%; E: u; F: u; G: 1.2%

> CN1CCC2(CC1)CC(NC=O)c1ccccc1O2 (stereo not given)
  A: -2%; B: -2%; C: 11%; D: 8%[46 µM]; E: 3%; F: 3%; G: 0.0%

> O=C(/C=C/c1ccc2c(c1)OCO2)c1c(O)n(CCc2ccccc2)c(=O)[nH]c1=O
  A: 12%; B: x; C: x; D: x; E: 4%; F: u; G: -3.1%

> CN1CC[C@@]23CCCCC2C1Cc1ccc(O)cc13 (stereo not given in full)
  A: -5%; B: 0%; C: 6%; D: x; E: 4%; F: x; G: -1.1%

> N[C@H](C(=O)O)c1cc(=O)[nH]o1
  A: -5%[21.7 µM]; B: 2%; C: 5%; D: x; E: -6%; F: x; G: 1.0%

> CC(=O)c1ccc(-c2ccc(Cn3c(C)nc4cc(N)c(C)nc43)cc2)cc1
  A: -5%; B: -4%; C: 43%[activator]; D: 6%[46 µM]; E: -5%; F: 16%; G: 3.4%

> CN=C(SCc1cc2c(cc1Cl)OCO2)c1c(O)n(C)c(=O)n(C)c1=O
  A: 5%; B: 0%; C: -1%[38.3 µM]; D: u; E: 4%; F: 3%[46.1 µM]; G: -0.7%

> COc1ccc(CN2C(=O)NC(=O)/C(=C\c3ccco3)C2=O)cc1
  A: x; B: -2%; C: 17%; D: u; E: -4%; F: -50%; G: -1.4%

> C[C@](N)(CCP(=O)(O)O)C(=O)O
  A: 27%; B: 1%; C: -2%&3%; D: x; E: -12%&4%; F: x; G: 0.0%&1.8%

Another view of part of the listing above:
Every second line gives: CBFb RUNX1 block | KinaseGlo FLuc | IMPase Li inh | Lamin A splicing | aGal spleen mod | NPSR antagonist | Epigenetic derep
> COCCOC(=O)C1=C(N)Oc2c(c(=O)oc3ccccc23)[C@@]12C(=O)Nc1ccccc12
→ -3% | -1% | 9%[38.3 µM] | -6% | 5% | -16%[46.1 µM] | 0.0%
> Cn1c(O)c(C(=O)c2ccccc2Cl)c(=O)n(C)c1=O
→ 4% | 2% | -4%[38.3 µM] | 3% | 4% | -2%[46.1 µM] | -6.3%
> CN1CCC2(CC1)CC(NC=O)c1ccccc1O2 (stereo not given)
→ -2% | -2% | 11% | 8%[46 µM] | 3% | 3% | 0.0%
> N[C@H](C(=O)O)c1cc(=O)[nH]o1
→ -5%[21.7 µM] | 2% | 5% | x | -6% | x | 1.0%

Compound activity (PubChem BioAssay)
